KCC2 mod: KCC2 (human) Cl- transport modulation; KCC2 cells, thallium flux FluoZin-2 fluorescence; Q9H2X9; B-score of Tl+ flux slope (higher = more flux/activation; lower = inhibition) at 10 µM; hit rate 2.2% among 190,000; AID 1456;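 active = thallium flux slope and its plate-corrected score both differing from the plate sample mean at a set confidence after two filtering rounds, in either direction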;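 note: slope of fluorescence scaled to starting intensity during 10 to 20 s after thallium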
14-3-3 Bad inh: disrupts binding of bovine 14-3-3 zeta to phospho-Bad peptide. P63103. TR-FRET 14-3-3zeta/Dy647-pBad peptide displacement, 1 h. inhibition, % at 21.7 µM. hit rate 0.71% among 220,000;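 active = inhibition above about 70%, limit read from the data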;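 note: 0% = full 14-3-3 plus peptide FRET controls and 100% = background without 14-3-3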
Rad51 HR inh: Rad51 (human) homologous recombination inhibition; Q06609; hRad51 DNA strand exchange, fluorescence dequenching; inhibition, % at 10 µM; hit rate 0.085% among 200,000;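 active = inhibition above 40% at the single screening dose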;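 note: 0% = DMSO control wells and 100% = blanks with heterologous ssDNA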
Target sequence (Q06609 whole entry, looked up): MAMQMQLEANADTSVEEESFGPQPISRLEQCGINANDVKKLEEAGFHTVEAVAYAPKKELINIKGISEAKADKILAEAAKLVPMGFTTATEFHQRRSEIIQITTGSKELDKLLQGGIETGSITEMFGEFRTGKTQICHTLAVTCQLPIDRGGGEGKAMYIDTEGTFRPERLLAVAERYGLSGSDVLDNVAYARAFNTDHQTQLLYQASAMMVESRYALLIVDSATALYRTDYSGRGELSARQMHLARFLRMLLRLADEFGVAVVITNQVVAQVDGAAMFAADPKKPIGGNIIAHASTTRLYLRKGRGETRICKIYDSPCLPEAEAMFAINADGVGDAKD
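Material: hRad51 filaments on single-stranded DNA; Reagent: Donor/quencher-labelled 47-bp dsDNA substrate; Compound: 10 µM final, single point; Schedule: 37 °C 15-min filament assembly, 30-min compound preincubation, 15-min exchange; Technique: FRET fluorescence, excitation 485 nm, emission 520 nm; Benchmarks: control wells and blank wells on each plate.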
p47phox inh: blocks human p47phox regulatory protein of NADPH oxidases; p47phox/p22phox peptide binding, fluorescence polarization, 2 h; inhibition, % at 24.7 µM; hit rate 0.53% among 220,000;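 note: 0% = p47phox with labelled peptide and 100% = labelled peptide alone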
Target sequence (P14598 whole entry, looked up): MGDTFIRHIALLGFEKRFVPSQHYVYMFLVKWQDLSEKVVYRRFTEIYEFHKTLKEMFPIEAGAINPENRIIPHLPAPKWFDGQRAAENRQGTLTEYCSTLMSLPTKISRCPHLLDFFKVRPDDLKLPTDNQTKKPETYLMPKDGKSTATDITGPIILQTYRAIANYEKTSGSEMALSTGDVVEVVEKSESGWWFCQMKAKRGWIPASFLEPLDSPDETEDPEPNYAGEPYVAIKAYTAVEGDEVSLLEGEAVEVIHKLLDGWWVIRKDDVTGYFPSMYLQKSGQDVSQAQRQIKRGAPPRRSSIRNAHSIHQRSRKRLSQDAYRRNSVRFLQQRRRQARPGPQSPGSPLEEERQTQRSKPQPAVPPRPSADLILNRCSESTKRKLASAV
KLK5 inh: inhibitors of human kallikrein 5 | recombinant hK5, fluorogenic AMC substrate cleavage | AID 873 | inhibition, % at 5 µM | hit rate 0.59% among 210,000 | Q9Y337;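 active = inhibition of 40% or more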;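 note: 0% = enzyme controls without compound and 100% = no-enzyme blanks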
Target sequence (Q9Y337 67-293 limits assumed): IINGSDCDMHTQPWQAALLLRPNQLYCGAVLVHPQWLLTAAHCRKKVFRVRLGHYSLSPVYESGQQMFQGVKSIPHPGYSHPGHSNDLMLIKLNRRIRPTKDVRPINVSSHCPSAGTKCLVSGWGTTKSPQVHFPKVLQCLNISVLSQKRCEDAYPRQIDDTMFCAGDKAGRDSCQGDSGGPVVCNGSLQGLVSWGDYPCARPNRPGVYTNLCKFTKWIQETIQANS
eIF4E-4G inh: blocks eIF4E binding to eIF4G; TR-FRET eIF4E-eIF4GI(517-606) binding, 2 h; hit rate 0.37% among 220,000; P63073+Q04637; inhibition, % at 21.7 µM;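 note: 0% = full FRET control wells and 100% = background wells lacking eIF4GI fragment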
EBV gp42 inh: blocks Epstein-Barr virus glycoprotein 42 binding. hit rate 0.42% among 220,000. Q1HVG2. Fluorescence polarization binding assay, mP read-out. inhibition, % (tested at 21.74 µM); in the data active = inhibition above about 50%
Furin inhibitor: human furin inhibition. inhibition, % at 30 µM. purified furin, fluorogenic substrate cleavage. hit rate 0.061% among 220,000. P09958; in the data active = inhibition above about 25%; note: inactives centre near -15
thrombin 1536: blocks human thrombin protease activity; P00734; alpha-thrombin, Boc-VPR-AMC fluorogenic substrate cleavage; inhibition, % at 5 µM; hit rate 0.26% among 220,000;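 active = inhibition at or above 40%; inactive = inhibition below 40%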;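 note: 0% = enzyme with no compound and 100% = wells without enzyme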
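Material: human alpha-thrombin protein; Also added: Boc-VPR-AMC substrate, 15 µM final; Timing: enzyme reaction carried out at room temperature; Signal: fluorescence, ex 355 nm, em 460 nm; Measure: % inhibition of thrombin; Controls: enzyme without compound as high, wells lacking enzyme as low.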
Numbers without * were called inactive; [ ] = another dose, or the depositor's remark.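 Rule for the calls, unless noted: active = inhibition above about 30% (limit read from the data); inactive = the rest.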

Screening Cc1sc2nc(CN(C(=O)NC3CCCCC3)C3CCCCC3)[nH]c(=O)c2c1C returned KCC2 mod 1.1, 14-3-3 Bad inh 3[fluorescence artefact?], p47phox inh -12, KLK5 inh -9, eIF4E-4G inh 3, EBV gp42 inh -21, Furin inhibitor -14[20 µM] and thrombin 1536 3.
CNC(=S)N1N=C(c2ccc(C)cc2)CC1c1ccc(Br)cc1 (stereo unspecified) was read as KCC2 mod -0.012, 14-3-3 Bad inh -21, Rad51 HR inh 2, p47phox inh -14, KLK5 inh 3, eIF4E-4G inh -4, EBV gp42 inh -5, Furin inhibitor -14[20 µM] and thrombin 1536 4.
For Cc1sc2c(c1C)C(O)=C(C(=O)Nc1ccccc1)S(=O)(=O)N2C the results were KCC2 mod -1.7, 14-3-3 Bad inh -1, p47phox inh -16, KLK5 inh 2, eIF4E-4G inh 1, EBV gp42 inh -14, Furin inhibitor -3 and thrombin 1536 -5.
Screening O=C(CSc1nnnn1-c1ccc2c(c1)CCC2)Nc1ccc2c(c1)OCCO2 returned 14-3-3 Bad inh -8, Rad51 HR inh -3, p47phox inh -24, KLK5 inh 1, eIF4E-4G inh 3, EBV gp42 inh 6, Furin inhibitor -17 and thrombin 1536 3.
`N/C(=N\c1nc2c(c(=O)[nH]1)CCC2)Nc1cccc2ccccc12` gave KCC2 mod -0.15, 14-3-3 Bad inh 24[fluorescence artefact?], Rad51 HR inh 5, p47phox inh -4, KLK5 inh 3, eIF4E-4G inh 2[fluorescence artefact?], EBV gp42 inh 2, Furin inhibitor -12[20 µM] and thrombin 1536 -2.
For NC(=O)CSCc1ccc(Br)cc1 the results were KCC2 mod -0.25, Rad51 HR inh 0, p47phox inh -6, KLK5 inh 1, EBV gp42 inh -17, Furin inhibitor -28[20 µM] and thrombin 1536 0.
`CNC(=S)N(CCc1c(C)[nH]c2ccc(C)cc12)Cc1ccco1` gave KCC2 mod -0.4, 14-3-3 Bad inh -2, p47phox inh -14, KLK5 inh -7, eIF4E-4G inh -1, EBV gp42 inh -2, Furin inhibitor -17 and thrombin 1536 0.
Screening CCOc1ccc(-c2c(C(=O)N/N=C/c3ccc(OC(C)C)cc3)nnn2-c2nonc2N)cc1 returned KCC2 mod 0.03, 14-3-3 Bad inh 5, Rad51 HR inh 3, p47phox inh 3, KLK5 inh 2, eIF4E-4G inh 0, EBV gp42 inh 9, Furin inhibitor -5 and thrombin 1536 -8.
For N#Cc1ccc(-c2cccnc2)nc1SCC(=O)c1ccccc1 the results were KCC2 mod -2.1, 14-3-3 Bad inh -4, Rad51 HR inh -164, p47phox inh -16, KLK5 inh 20, eIF4E-4G inh -12, EBV gp42 inh -17, Furin inhibitor -7 and thrombin 1536 -9.
O=S(=O)(c1ccc(Br)cc1)N1CCN(c2cc(-c3ccccc3)nc3ncnn23)CC1 was read as KCC2 mod -1.7, 14-3-3 Bad inh 2[fluorescence artefact?], Rad51 HR inh 4, p47phox inh -5, KLK5 inh 15, eIF4E-4G inh 0, EBV gp42 inh -9, Furin inhibitor -33 and thrombin 1536 0.
`CCn1c(=O)cc(SCC(=O)N2CCN(C3CCCCC3)CC2)c2ccccc21` gave 14-3-3 Bad inh 5, Rad51 HR inh 2, p47phox inh -3, KLK5 inh 0, eIF4E-4G inh -8, EBV gp42 inh -6, Furin inhibitor -6[20 µM] and thrombin 1536 -5.
Screening CCC(=O)N(Cc1c(C)nn(-c2ccccc2)c1Cl)c1ccc(Cl)cc1 returned KCC2 mod -1.8, 14-3-3 Bad inh -4[fluorescence artefact?], Rad51 HR inh 15, p47phox inh 4, KLK5 inh -15, eIF4E-4G inh 16[fluorescence artefact?], EBV gp42 inh 23, Furin inhibitor -4 and thrombin 1536 -6.
CCN=c1scc(C)n1/N=C/c1ccsc1 was read as 14-3-3 Bad inh 3, Rad51 HR inh -3, p47phox inh -18, KLK5 inh -14, eIF4E-4G inh 7, EBV gp42 inh -1, Furin inhibitor 6 and thrombin 1536 -1.
CCC(CC)NC(=O)CC(c1ccccc1)c1ccccc1 was read as KCC2 mod -0.69, 14-3-3 Bad inh -3, Rad51 HR inh -3, p47phox inh 1, KLK5 inh -1, eIF4E-4G inh 1, EBV gp42 inh -21, Furin inhibitor -9 and thrombin 1536 -12.
Cc1nn(C)c(C)c1CN(Cc1nc(-c2cc(F)ccc2F)oc1C)C1CC1 was read as KCC2 mod -0.74, 14-3-3 Bad inh -8, Rad51 HR inh 18, p47phox inh 0, KLK5 inh -5, eIF4E-4G inh 2, EBV gp42 inh -10, Furin inhibitor -20 and thrombin 1536 1.

The closing 4 records of the part before are carried over, then new ones follow:
Screening CCC(=O)N(Cc1c(C)nn(-c2ccccc2)c1Cl)c1ccc(Cl)cc1 returned KCC2 mod -1.8, 14-3-3 Bad inh -4[fluorescence artefact?], Rad51 HR inh 15, p47phox inh 4, KLK5 inh -15, eIF4E-4G inh 16[fluorescence artefact?], EBV gp42 inh 23, Furin inhibitor -4 and thrombin 1536 -6.
CCN=c1scc(C)n1/N=C/c1ccsc1 was read as 14-3-3 Bad inh 3, Rad51 HR inh -3, p47phox inh -18, KLK5 inh -14, eIF4E-4G inh 7, EBV gp42 inh -1, Furin inhibitor 6 and thrombin 1536 -1.
CCC(CC)NC(=O)CC(c1ccccc1)c1ccccc1 was read as KCC2 mod -0.69, 14-3-3 Bad inh -3, Rad51 HR inh -3, p47phox inh 1, KLK5 inh -1, eIF4E-4G inh 1, EBV gp42 inh -21, Furin inhibitor -9 and thrombin 1536 -12.
Cc1nn(C)c(C)c1CN(Cc1nc(-c2cc(F)ccc2F)oc1C)C1CC1 was read as KCC2 mod -0.74, 14-3-3 Bad inh -8, Rad51 HR inh 18, p47phox inh 0, KLK5 inh -5, eIF4E-4G inh 2, EBV gp42 inh -10, Furin inhibitor -20 and thrombin 1536 1.
For CCc1ccc(S(=O)(=O)ON2C(=O)c3ccccc3C2=O)cc1 the results were KCC2 mod 0.38, 14-3-3 Bad inh 13, Rad51 HR inh 14, p47phox inh 0, KLK5 inh 1, eIF4E-4G inh 8, EBV gp42 inh 3, Furin inhibitor -15 and thrombin 1536 60*.
`COc1ccc(S(=O)(=O)NNC(=O)c2ccccc2-n2cccc2)cc1` gave 14-3-3 Bad inh -13, Rad51 HR inh -8, p47phox inh -6, KLK5 inh 13, eIF4E-4G inh 0, EBV gp42 inh -10, Furin inhibitor -29 and thrombin 1536 -3.
For Cc1cc(C(=O)Nc2ccccc2N2CCOCC2)ccc1[N+](=O)[O-] the results were KCC2 mod 1.4, 14-3-3 Bad inh 5, Rad51 HR inh -10, p47phox inh -2, KLK5 inh -6, eIF4E-4G inh 3, EBV gp42 inh -9, Furin inhibitor -18 and thrombin 1536 6.
O=C(NCc1ccccc1)C12CN(Cc3ccccc3)CC1C(c1ccc([N+](=O)[O-])cc1)=NO2 (stereo unspecified) was read as KCC2 mod -1.9, 14-3-3 Bad inh 49, Rad51 HR inh -3, p47phox inh -6, eIF4E-4G inh -1, EBV gp42 inh -11, Furin inhibitor -12[20 µM] and thrombin 1536 -4.
c1ccc(Nc2ncnc3c2oc2ccccc23)cc1 was read as KCC2 mod 1.7, 14-3-3 Bad inh 71*, Rad51 HR inh 5, p47phox inh -8, KLK5 inh -29, eIF4E-4G inh 3, EBV gp42 inh -9, Furin inhibitor -3[20 µM] and thrombin 1536 1.
Screening COc1ccc(C(=O)OC(C)C(=O)Nc2cc(C(F)(F)F)ccc2Cl)c(OC)c1OC (stereo unspecified) returned KCC2 mod -0.69, 14-3-3 Bad inh 2, Rad51 HR inh -3, p47phox inh -2, KLK5 inh -5, eIF4E-4G inh 0, EBV gp42 inh 0, Furin inhibitor -14 and thrombin 1536 -2.
Screening Cc1ccc(N=C2NC(=O)C(CC(=O)O)S2)cc1 (stereo unspecified) returned KCC2 mod 1.5, 14-3-3 Bad inh 7, Rad51 HR inh -6, p47phox inh -9, KLK5 inh 3, eIF4E-4G inh -3[fluorescence artefact?], EBV gp42 inh -16, Furin inhibitor -21[20 µM] and thrombin 1536 -1.
COC(=O)c1c(O)c2c([nH]c1=O)CCCC2 was read as KCC2 mod -0.48, 14-3-3 Bad inh -3, Rad51 HR inh 7, p47phox inh -21, KLK5 inh -20, eIF4E-4G inh -4, EBV gp42 inh -16, Furin inhibitor -25[20 µM] and thrombin 1536 2.
For CC(C)CCOC(=O)/C(=C/c1ccco1)NC(=O)/C=C/c1ccccc1 the results were KCC2 mod -1.2, 14-3-3 Bad inh -6[fluorescence artefact?], Rad51 HR inh -3, p47phox inh -31, KLK5 inh -10, eIF4E-4G inh 0, EBV gp42 inh -10, Furin inhibitor -14[20 µM] and thrombin 1536 0.
O=C(CCCO)NNc1c2ccccc2nc2ccccc12 was read as KCC2 mod 1.2, 14-3-3 Bad inh -4, p47phox inh -9, KLK5 inh 0, eIF4E-4G inh 4, EBV gp42 inh -4, Furin inhibitor -15 and thrombin 1536 -6.
Screening CCOC(=O)c1ccc(NC(=O)N2CCN(CCc3ccccc3)CC2)cc1 returned KCC2 mod -1.6, 14-3-3 Bad inh -4, Rad51 HR inh -3, p47phox inh -12, KLK5 inh -4, eIF4E-4G inh -1, EBV gp42 inh -11, Furin inhibitor -10[20 µM] and thrombin 1536 -9.
`CCOC(=O)C1CCCN(CC(=O)/C=C2/N(C)c3ccccc3C2(C)C)C1` (stereo unspecified) gave 14-3-3 Bad inh -4, Rad51 HR inh -1, p47phox inh -45, KLK5 inh -25, eIF4E-4G inh 4, EBV gp42 inh -18, Furin inhibitor 4 and thrombin 1536 -1.
`COc1ccccc1OCC(=O)Nc1cc(Cl)ccc1Oc1ccccc1` gave KCC2 mod -0.69, 14-3-3 Bad inh -2, Rad51 HR inh -4, p47phox inh -4, KLK5 inh -2, eIF4E-4G inh 0, EBV gp42 inh 6, Furin inhibitor -14 and thrombin 1536 17.
Cc1cccc(N2CC(C(=O)OCc3ccc([N+](=O)[O-])cc3)CC2=O)c1 (stereo unspecified) was read as KCC2 mod -0.44, 14-3-3 Bad inh -1, Rad51 HR inh 4, p47phox inh -5, KLK5 inh -14, eIF4E-4G inh 0, EBV gp42 inh -13, Furin inhibitor -15 and thrombin 1536 1.
Screening Cc1ccc(C)c(OCC(=O)Nc2ccc(S(=O)(=O)Nc3ccccn3)cc2)c1 returned KCC2 mod 0.018, 14-3-3 Bad inh 11, Rad51 HR inh 0, p47phox inh 5, KLK5 inh -2, eIF4E-4G inh -4, EBV gp42 inh 7, Furin inhibitor -25 and thrombin 1536 -3.
For O=C(Nc1cccc([N+](=O)[O-])c1)c1cccc(C(=O)Nc2cccc([N+](=O)[O-])c2)c1 the results were KCC2 mod 0.79, 14-3-3 Bad inh 61, Rad51 HR inh 0, p47phox inh 41*, KLK5 inh -21, eIF4E-4G inh 35*, EBV gp42 inh -9, Furin inhibitor -4 and thrombin 1536 1.
Screening CC1(C)CC(=O)c2cc(C(=O)N3CCCC(C)(C)C3)c(=O)n(-c3ccccc3)c2C1 returned 14-3-3 Bad inh -9, Rad51 HR inh 12, p47phox inh -10, KLK5 inh -27, eIF4E-4G inh 0, EBV gp42 inh -9, Furin inhibitor -19 and thrombin 1536 1.
For O=C(Cc1cccs1)Nc1ccc(NC(=O)c2ccco2)cc1 the results were KCC2 mod -0.026, 14-3-3 Bad inh 4, Rad51 HR inh 8, p47phox inh -23, KLK5 inh 8, eIF4E-4G inh -4, EBV gp42 inh -7, Furin inhibitor -24[20 µM] and thrombin 1536 5.
For O=C(Nc1nnc(C2CC2)s1)c1ccccn1 the results were KCC2 mod 1.6, 14-3-3 Bad inh -5, Rad51 HR inh -11, p47phox inh -7, KLK5 inh -8, eIF4E-4G inh -3, EBV gp42 inh -16, Furin inhibitor -17[20 µM] and thrombin 1536 1.
